PLC-beta3 inh: inhibitors of human phospholipase C beta3; Q01970; Purified PLC-beta3, fluorogenic substrate, fluorescence; inhibition, % at 12.2 µM; 370,000 tested, 0.18% active; AID 720704; in the data active = inhibition above about 11%;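 note: 0% = median of compound wells on plate and 100% = full blocker control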
Target sequence (Q01970 whole entry, looked up): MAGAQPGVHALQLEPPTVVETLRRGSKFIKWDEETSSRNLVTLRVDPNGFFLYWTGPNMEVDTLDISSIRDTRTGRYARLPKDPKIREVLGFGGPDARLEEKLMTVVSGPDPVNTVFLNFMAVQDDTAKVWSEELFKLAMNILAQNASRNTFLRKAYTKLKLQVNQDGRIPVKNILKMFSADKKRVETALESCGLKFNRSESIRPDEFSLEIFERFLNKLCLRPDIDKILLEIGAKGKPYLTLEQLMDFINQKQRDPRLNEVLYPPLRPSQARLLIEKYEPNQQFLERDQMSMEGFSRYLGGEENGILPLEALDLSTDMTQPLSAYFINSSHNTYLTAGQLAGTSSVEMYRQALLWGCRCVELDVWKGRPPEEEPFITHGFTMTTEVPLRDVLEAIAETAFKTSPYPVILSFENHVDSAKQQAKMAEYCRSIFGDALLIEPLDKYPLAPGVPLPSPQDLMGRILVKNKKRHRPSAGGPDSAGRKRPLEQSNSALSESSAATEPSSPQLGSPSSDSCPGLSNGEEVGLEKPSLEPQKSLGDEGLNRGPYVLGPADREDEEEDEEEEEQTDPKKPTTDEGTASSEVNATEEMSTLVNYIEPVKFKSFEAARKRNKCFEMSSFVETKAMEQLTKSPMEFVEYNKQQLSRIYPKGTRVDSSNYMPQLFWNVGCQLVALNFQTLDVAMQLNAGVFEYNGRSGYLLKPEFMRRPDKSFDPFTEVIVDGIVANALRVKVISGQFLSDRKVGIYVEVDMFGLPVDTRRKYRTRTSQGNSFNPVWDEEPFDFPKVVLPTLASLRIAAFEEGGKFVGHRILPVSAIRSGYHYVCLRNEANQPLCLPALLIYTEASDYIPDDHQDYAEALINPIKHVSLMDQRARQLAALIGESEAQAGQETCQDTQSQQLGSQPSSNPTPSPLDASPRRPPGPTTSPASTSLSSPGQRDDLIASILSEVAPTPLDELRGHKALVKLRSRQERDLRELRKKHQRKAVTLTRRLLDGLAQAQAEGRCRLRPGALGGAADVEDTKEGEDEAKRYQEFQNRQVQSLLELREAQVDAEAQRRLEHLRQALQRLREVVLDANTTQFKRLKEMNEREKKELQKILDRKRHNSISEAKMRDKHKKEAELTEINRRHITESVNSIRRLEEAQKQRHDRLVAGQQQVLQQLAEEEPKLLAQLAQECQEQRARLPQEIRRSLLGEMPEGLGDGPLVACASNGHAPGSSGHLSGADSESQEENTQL
DDE Tn7 FP inh: DD(E)-Tn7 binding inhibition, primary FP screen; 370,000 tested, 0.13% active; AID 720508; P02675; FP displacement of FITC-Tn7 peptide from fibrin DD(E); 0% = median of compound wells per plate; inhibition, % at 8.3 µM;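 active = inhibition above the mean of compounds falling within the control limits plus 3 SD of them, cut at about 14% in these data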;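 note: 0% = plate median of compound wells and 100% = 10 µM Aha-Tn7 peptide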
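System: human fibrin DD(E); quantity: Fibrin-DD(E) at 2 µM final; also added: fluorescent Tn7 probe at 0.1 µM; compound dosing: single nominal test concentration of 8.3 µM per compound; schedule: 10 min preincubation, 3 h with tracer, room temperature; detection: fluorescence polarization of the labelled Tn7 tracer; repeats: one replicate per compound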
ADAM17 inh: ADAM17 inhibition, QFRET primary screen | P78536 | recombinant ADAM17, EDANS/DABCYL FRET peptide cleavage | inhibition, % at 6.95 µM | 370,000 tested, 0.83% active | AID 720648;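 active = inhibition above the mean of compounds lying between control limits plus 3 SD, set per campaign, cut at about 8.5% in these data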;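 note: 0% = DMSO-only wells as the low control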
ASAP1 inh: blocks human ASAP1-stimulated Arf1 GTP hydrolysis. inhibition, % at 16.5 µM. GDP FP detection. Q9ULH1. AID 624377. 360,000 tested, 0.19% active; in the data active = inhibition above about 25%;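 note: 0% = vehicle with enzyme and substrate and 100% = no enzyme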
ARFGAP1 inhibitor: inhibitors of rat ARFGAP1; inhibition, % at 16.5 µM; 360,000 tested, 0.26% active; AID 651572; Arfgap1-stimulated ARF1 GTP hydrolysis, GDP FP detection;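 active = inhibition above a per-plate limit, mean inhibition of low control wells plus 3 SD, cut at about 25% in these data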;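 note: 0% = DMSO wells with enzyme and 100% = wells lacking Arfgap1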
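Repeats: one replicate per compound; assay system: rat Arfgap1 catalytic domain, aa 1-136; times: enzyme reaction 120 min at 25 °C after 20 min preincubation; detection: FP of antibody-bound GDP Alexa 633 tracer, ex 620/em 688 nm; benchmarks: high control wells lacking Arfgap1, low control full reaction with DMSO; reagent: human ARF1(Δ1-17)-GTP substrate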
DDE Tn6 FP inh: disrupts Tn6 cyclic peptide binding to fibrin D-Dimer-E complex. Fibrin DD(E) TRITC-Tn6 fluorescence polarization displacement. inhibition, % at 8.3 µM. 370,000 tested, 0.21% active. P02675;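 active = inhibition above a per-campaign cutoff: mean of compounds within control limits plus 3 SD, cut at about 15% in these data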;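 note: 0% = median of all compound wells on the plate and 100% = blocking peptide control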
SIAE primary: blocks human sialic acid acetylesterase. Q9HAT2. SIAE FP-Rh probe binding, fluorescence polarization. inhibition, % at 9.66 µM. 370,000 tested, 0.69% active. AID 1053197;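 active = inhibition above a cutoff: mean of compounds within the control limits plus 3 SD of those, cut at about 17% in these data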;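 note: 0% = plate median of compound wells and 100% = probe without SIAE protein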
PLCg1 inh: PLC-gamma1 (human) inhibition, primary screen. P19174. purified PLC-gamma1, fluorogenic substrate, fluorescence. inhibition, % at 12.2 µM. 370,000 tested, 0.84% active; in the data active = inhibition above about 9.5%
TDP2 absorb: TDP2 (human) inhibition, absorbance primary screen; recombinant TDP2, T5PNP hydrolysis, p-nitrophenol absorbance 415 nm; O95551; inhibition, % at 12.8 µM; 370,000 tested, 0.34% active;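 active = inhibition above the mean of all tested compounds plus 3 SD, set per campaign, cut at about 25% in these data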;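 note: 0% = DMSO with enzyme and 100% = buffer with substrate but no TDP2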
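System: recombinant human TDP2 / Amount: 120 nM TDP2 per well / Also added: 5 mM T5PNP chromogenic substrate / Doses: 12.8 µM single point, 1% DMSO / Incubation: 2 h at 37 °C / Detection: p-Nitrophenol epi absorbance / Evaluation: % inhibition relative to enzyme-containing and enzyme-free wells / Repeats: singlicate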
ADAM10 inh: ADAM10 inhibition, QFRET primary screen. recombinant ADAM10, EDANS/DABCYL FRET peptide cleavage, 3 h. inhibition, % at 7 µM. 370,000 tested, 0.62% active. AID 720582;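 active = inhibition above a per-campaign cutoff equal to the mean of compounds falling between control-based bounds plus 3 SD, cut at about 20% in these data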;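 note: 0% = DMSO wells while the 100% control is not disclosed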
Active calls of the source: *.

Every second line gives: PLC-beta3 inh, DDE Tn7 FP inh, ADAM17 inh, ASAP1 inh, ARFGAP1 inhibitor, DDE Tn6 FP inh, SIAE primary, PLCg1 inh, TDP2 absorb, ADAM10 inh
- CCC(c1nnc(SCC(=O)Nc2nnc(-c3ccccc3)o2)n1Cc1ccccc1)N(C)C (stereo not drawn)
    4, -7, -2, 2, 0, -4, 4, 0, 4, -4
- N#CC[n+]1cc(-c2ccc(Cl)cc2)n2c1CCC2
    -1, -3, -6, 3, -2, -6, 4, 0, 1, -5
- COCCOC(=O)c1c(C)n(C)c2ccc(OC(=O)c3c(OC)cccc3OC)cc12
    -5, 0, 10*, -14, -4, -9, -18, 2, -3, 21*
- COCC(=O)N1CCC(Oc2ccc(C(=O)N3CCSCC3)cc2)CC1
    -6, 2, -3, 0, 10, 8, 13, 1, 12, 2
- Cc1ccc(NC(=O)c2c(C)noc2-c2snnc2C)cc1
    -2, 0, 0, 7, 11, -3, -3, 4, -3, 7
- COc1ccccc1CCC(=O)N1CCC(n2nccc2NC(=O)CC(C)C)CC1
    -5, -1, -3, 8, 8, -3, 2, 3, -6, 1
- COc1ccc(Cc2nnc(NCCO)[nH]c2=O)cc1OC
    -5, 3, -4, -8, -4, 8, 0, 1, 10, -2
- O=C(CC1Sc2ccccc2NC1=O)Nc1cccnc1 (stereo not drawn)
    -1, -5, 2, 10, -1, 2, 9, 1, 8, 1
- COc1ccc(C(=O)c2cnc(C(C)C)n2C)cc1
    1, -3, -2, -2, 1, 0, 4, 1, 1, -5
- O=c1n(Cc2ccccc2)c(O)c2n1Cc1ccccc1N=C2c1ccccc1
    -2, -2, -3, 7, 6, 0, 7, 0, 4, -9

New compounds follow.
Every second line gives: PLC-beta3 inh, DDE Tn7 FP inh, ADAM17 inh, ASAP1 inh, ARFGAP1 inhibitor, DDE Tn6 FP inh, SIAE primary, PLCg1 inh, TDP2 absorb, ADAM10 inh
- CN(C)c1ccc(N=Nc2cccc3ccoc23)cc1
    -4, 2, 3, 4, -1, -3, 0, 6, -12, 17
- CSc1sc(C(=O)NN)c2c1C(O)CCC2 (stereo not drawn)
    -45, -7, -6, 0, 5, 1, -4, -29, 1, -15
- CCN1C(=O)NC2C1N(S(C)(=O)=O)CCN2S(C)(=O)=O (stereo not drawn)
    3, 2, -1, -2, -7, 8, 0, 1, 3, -2
- Cc1ccc(CS(=O)(=O)CCC(=O)O)cc1
    -6, -1, 0, -3, -2, 4, 0, 0, 6, -5
- COc1ccc(NC(=O)c2ccc3c(=O)n(-c4ccc(OC)cc4OC)c(=S)[nH]c3c2)c(OC)c1
    -7, 1, 3, 1, -3, 6, 11, 2, -6, 7
- COc1ccc(C(=O)c2c(O)cc(-c3ccc(OC)cc3)oc2=O)cc1
    -3, -2, 1, 1, -6, -1, 5, -3, 0, -1
- CCN(CC)S(=O)(=O)c1ccc(C)c(NC(=O)CN2CCN(C)CC2)c1
    0, -3, -2, 6, -5, -2, 1, 5, 7, 5
- COc1ccc(-c2noc(CNC(=O)c3ccoc3C)n2)cc1OC
    -1, 4, 2, 6, 12, -2, 5, -2, 12, 2
- O=C(CSc1nnc(-c2ccccc2F)o1)NC1CC1
    -4, 2, -6, -10, 1, 4, -1, 4, 7, -14
- CSCC(C)N1CCC(N2CCC(C(=O)NCc3ccccn3)CC2)CC1 (stereo not drawn)
    -4, 4, -6, -8, 5, -5, 8, -2, 9, -4

The list continues.
Every second line gives: PLC-beta3 inh, DDE Tn7 FP inh, ADAM17 inh, ASAP1 inh, ARFGAP1 inhibitor, DDE Tn6 FP inh, SIAE primary, PLCg1 inh, TDP2 absorb, ADAM10 inh
- CCN(CC)C(=O)CCCC(=O)N(CC)CC
    6, -1, 0, -8, -9, -3, -2, 3, 2, 0
- O=[N+]([O-])c1cc(Cl)ccc1Sc1cccc2cccnc12
    -27, 1, 3, 9, -4, -1, -7, 4, -20, 13
- CCC(C(=O)Nc1cccc(C(=O)O)c1)c1ccccc1 (stereo not drawn)
    -3, -3, -4, -1, 18, 0, -2, -1, 7, -9
- CC(CCc1ccccc1)NC(=O)/C=C/c1ccccc1 (stereo not drawn)
    2, -1, 0, -1, -6, -6, 1, 3, -4, -1
- CSCCC1NC(=O)N(CC(=O)Nc2cccc(S(=O)(=O)N3CCCCCC3)c2)C1=O (stereo not drawn)
    -1, -6, -1, 5, -5, -9, -7, -1, -1, 0
- CCCS(=O)(=O)N1CCc2cc(OC)c(OC)cc2C1
    -24, 7, -5, -4, 4, -3, 6, -20, -7, -25
- O=[N+]([O-])c1cc2c(cc1/C=N/NS(=O)(=O)c1ccc(Br)cc1)OCO2
    -2, -7, -2, 11, 10, -6, 10, 3, -10, -6
- C[C@@H]1CN([C@@H](C)CO)C(=O)CCCn2nncc2CO[C@H]1CN(C)S(C)(=O)=O
    2, -5, 2, -3, -3, -7, -1, 1, -5, -4
- CN(CCOc1ccccc1)C(=O)c1ccc(F)c(S(=O)(=O)N2CCOCC2)c1
    1, 6, 6, 7, -1, -2, -8, 2, -17, -7
- O=C(CSc1nc(C2CCCCC2)n(-c2ccccc2)n1)NCC(F)(F)F
    1, 8, 3, 14, 9, 5, -1, -2, -12, 2

ADAM10 inh, hit marks shown above.
Every second line gives: PLC-beta3 inh, DDE Tn7 FP inh, ADAM17 inh, ASAP1 inh, ARFGAP1 inhibitor, DDE Tn6 FP inh, SIAE primary, PLCg1 inh, TDP2 absorb, ADAM10 inh
- COCCOC(=O)c1c(C)n(C)c2ccc(OC(=O)c3c(OC)cccc3OC)cc12
    -5, 0, 10*, -14, -4, -9, -18, 2, -3, 21*

More entries:
Every second line gives: PLC-beta3 inh, DDE Tn7 FP inh, ADAM17 inh, ASAP1 inh, ARFGAP1 inhibitor, DDE Tn6 FP inh, SIAE primary, PLCg1 inh, TDP2 absorb, ADAM10 inh
- Cc1onc(-c2ccccc2Cl)c1C(=O)Nc1ccc(S(=O)(=O)Nc2nccs2)cc1
    0, 2, -2, -17, -2, 2, -5, 0, -6, 2
- O=C(NCC(F)(F)F)C1C(=O)Nc2ccccc2C(=O)N1Cc1ccccc1 (stereo not drawn)
    1, 2, 0, -14, -1, 10, 3, 2, 2, 1
- O=C(N/N=C\c1ccccc1)c1cccc(C(=O)N/N=C\c2ccccc2)n1
    -14, -1, -1, -3, 6, -15, -8, -7, 4, 5
- O=C(Cc1ccc(Cl)cc1Cl)OCC(=O)N1CCN(C(=O)c2ccco2)CC1
    0, -8, -5, 2, -10, 0, 4, 0, 0, -11
- N#Cc1ccc(S(=O)(=O)N2CCCCC2c2cc(C(=O)Nc3cccc4c3CCCC4)no2)cc1 (stereo not drawn)
    -2, 5, -6, 4, -7, -6, 0, -1, -6, -16
- O=C(CN1c2cccc3cccc(c23)S1(=O)=O)Nc1ccc(F)c(F)c1F
    -213, -11, -45, 6, -10, -4, -1, -173, 4, -236
- C=CCN(C(=O)Nc1ccc2c(c1)nc(C)n2C)c1ccccc1
    -9, -4, -4, -15, -1, 1, 7, -1, -13, 6
- c1ccc(CSc2snnc2-c2ccccc2)cc1
    -2, 4, -2, -11, -4, 1, -5, -1, 4, 3
- Cc1ccccc1NC(=O)c1ccno1
    -6, -1, -3, -4, -17, -6, 3, 1, -8, -1
- COc1ccc(OCc2ccc(-c3nc4ccccc4c(=O)n3N)o2)cc1
    -5, 2, -5, 3, 1, -3, -5, 1, -4, -9

Next part (five carried over from the part before).
Every second line gives: PLC-beta3 inh, DDE Tn7 FP inh, ADAM17 inh, ASAP1 inh, ARFGAP1 inhibitor, DDE Tn6 FP inh, SIAE primary, PLCg1 inh, TDP2 absorb, ADAM10 inh
- O=C(CN1c2cccc3cccc(c23)S1(=O)=O)Nc1ccc(F)c(F)c1F
    -213, -11, -45, 6, -10, -4, -1, -173, 4, -236
- C=CCN(C(=O)Nc1ccc2c(c1)nc(C)n2C)c1ccccc1
    -9, -4, -4, -15, -1, 1, 7, -1, -13, 6
- c1ccc(CSc2snnc2-c2ccccc2)cc1
    -2, 4, -2, -11, -4, 1, -5, -1, 4, 3
- Cc1ccccc1NC(=O)c1ccno1
    -6, -1, -3, -4, -17, -6, 3, 1, -8, -1
- COc1ccc(OCc2ccc(-c3nc4ccccc4c(=O)n3N)o2)cc1
    -5, 2, -5, 3, 1, -3, -5, 1, -4, -9
- COc1ccc(NC2=C(C)C(=O)CC2)cc1
    -1, 2, -5, 4, 1, 6, 4, 2, 7, 1
- Cc1c(C(=O)N2CC3(CC(c4cccc(NC(=O)CC(c5ccccc5)c5ccccc5)c4)=NO3)C[C@@H]2C(N)=O)cc([N+](=O)[O-])cc1[N+](=O)[O-] (stereo partly drawn)
    3, 2, 11*, 7, 10, 7, -15, 3, 4, 19
- CCOc1ccccc1Oc1cn[nH]c1-c1ccc(O)cc1O
    -13, -3, -1, 8, 21, -7, -7, 3, -13, 1
- O=C1CC(N2CCC(O)CC2)C(=O)N1c1ccc(Br)cc1 (stereo not drawn)
    0, -5, -3, 7, 4, -1, -2, 1, -5, -3
- Cn1c(=NC(=O)C2CC2)sc2cccc(F)c21
    0, 5, 3, -12, 13, -3, 3, 11*, -13, 7
- Cc1cccc(NC(=O)CNC(=O)c2sc3ccccc3c2Cl)n1
    -4, 0, -4, -11, -12, -4, -15, -4, 5, -3
- COc1cccc(/C=C(/C(=O)OCC(N)=O)c2ccccc2)c1
    1, -6, 1, 8, -1, 5, -1, -1, 3, -5
- O=C(C[n+]1cc(-c2ccccc2)n2c1CCC2)N1c2ccccc2Sc2ccccc21
    2, 1, 3, 2, -6, 0, 0, 2, 5, 1
- CC(=O)Nc1cccc(C(=O)/C=C/c2ccco2)c1
    -7, 6, -4, 7, 7, -5, 6, -1, 0, -4
- Cc1ccccc1S(=O)(=O)Cc1ccc(C(=O)NCc2ccco2)o1
    -2, -5, -3, 16, 6, 5, -1, 1, 3, 4
- Cc1cccc(NC(=O)C2CCN(C(=O)N3CCOc4ccccc43)CC2)c1C
    2, 3, -1, -4, 5, -6, 4, -2, -6, -6
- CCOC(=O)N1CCN(C(=S)NC(C)(C)C)CC1
    -2, 10, -4, -6, -5, -2, 5, 2, 3, 5
